PriA SSB inh: inhibitors of Klebsiella pneumoniae PriA binding to SSB C-terminal tail, primary screen, biochemical, AlphaScreen; PriA–SSB C-terminal tail interaction (Klebsiella pneumoniae); AlphaScreen SSBct-PriA binding, biotinylated peptide; inhibition, % at 33 µM; 430,000 compounds, 0.6% hits; in the data active = inhibition mostly above about 37%, no sharp cut-off; inactive = mostly below about 20%;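 note: plate controls were negative control peptide for no effect and reference peptide for full effect; strong numbers were not always called active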
Y pestis TopoI: Yersinia pestis topoisomerase I inhibitors, primary screen, biochemical, cleavage product accumulation, plate reader, single point | 360,000 compounds, 0.064% hits | Y. pestis Topo-I cleavage product accumulation | activity, % at 10 µM; in the data active = activity above about 50%, passing the limit was not always enough; note: inactives centre near 2
TcdB GH inh: TcdB glycohydrolase inhibitors, primary screen, biochemical, single point, plate reader. Toxin B (Clostridioides difficile), P18177. 350,000 compounds, 0.24% hits. TcdB glycohydrolase enzymatic assay. inhibition, % at 9.99 µM; in the data active = inhibition above about 10%
CCHFV vOTU inh: CCHFV vOTU protease inhibitors, primary screen, biochemical, Pep-AMC substrate, fluorescence; Crimean-Congo hemorrhagic fever virus L polyprotein viral ovarian tumor (vOTU) protease …; inhibition, % at 11.5 µM; 370,000 compounds, 0.55% hits; AID 651958, 2012; in the data active = inhibition above about 30%; note: 0% = vehicle wells with enzyme and 100% = no enzyme wells
3CLpro inhibitor: SARS-CoV 3CLpro protease inhibitors, primary screen, biochemical, quenched FRET; inhibition, % at 6 µM; Replicase polyprotein 1ab (Severe acute respiratory syndrome coronavirus), P0C6X7; 290,000 compounds, 0.14% hits; recombinant SARS-CoV 3CLpro, quenched FRET peptide cleavage; in the data active = inhibition above about 12%
Anthrax LF prot: Bacillus anthracis LF protease inhibitors, primary screen, biochemical, multiplex microsphere, MLPCN library | Lethal factor (Bacillus anthracis), P15917 | multiplex microsphere protease cleavage assay | inhibition, % at 10 µM | 360,000 compounds, 0.12% hits | AID 588501, 2011; note: plate controls were buffer without enzyme for full effect and enzyme alone for no effect
Target sequence (P15917 whole entry, looked up): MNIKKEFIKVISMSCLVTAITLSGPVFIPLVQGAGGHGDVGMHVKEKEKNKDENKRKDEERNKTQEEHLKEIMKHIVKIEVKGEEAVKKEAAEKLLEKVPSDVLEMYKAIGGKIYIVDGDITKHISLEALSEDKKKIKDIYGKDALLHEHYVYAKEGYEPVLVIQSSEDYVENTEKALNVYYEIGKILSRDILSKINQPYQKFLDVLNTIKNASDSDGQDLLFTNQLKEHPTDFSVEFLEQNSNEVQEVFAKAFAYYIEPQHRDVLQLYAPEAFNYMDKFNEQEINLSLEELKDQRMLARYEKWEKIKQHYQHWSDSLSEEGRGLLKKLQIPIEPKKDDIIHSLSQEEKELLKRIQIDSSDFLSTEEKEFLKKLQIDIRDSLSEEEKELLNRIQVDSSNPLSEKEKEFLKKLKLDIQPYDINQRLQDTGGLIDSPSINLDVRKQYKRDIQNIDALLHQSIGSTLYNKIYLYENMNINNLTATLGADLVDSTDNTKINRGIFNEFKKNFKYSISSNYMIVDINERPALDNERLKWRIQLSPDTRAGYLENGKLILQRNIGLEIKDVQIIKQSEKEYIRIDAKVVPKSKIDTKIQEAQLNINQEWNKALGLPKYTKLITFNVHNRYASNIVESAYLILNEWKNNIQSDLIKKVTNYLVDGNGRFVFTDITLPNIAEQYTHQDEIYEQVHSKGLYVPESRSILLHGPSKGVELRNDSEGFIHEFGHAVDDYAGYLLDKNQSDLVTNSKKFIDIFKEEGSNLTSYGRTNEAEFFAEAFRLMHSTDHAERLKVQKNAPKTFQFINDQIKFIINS
PfHsp40 yeast: rescue of yeast from PfHsp40 toxicity, primary screen, S. cerevisiae, ATP luminescence. S. cerevisiae expressing PfHsp40, growth rescue. growth rescue, % at 12.5 µM. 340,000 compounds, 0.68% hits. AID 504582, 2011; in the data active = growth rescue above about 28%, passing the limit was not always enough;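 note: yeast W303a lacking pdr1 and pdr3 grown in galactose medium; growth measured after three days at 30 °C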
DUSP3 inh: VHR1 phosphatase inhibitors, primary screen, biochemical, absorbance, uHTS; AID 1654, 2009; recombinant VHR phosphatase, pNPP absorbance; inhibition, % at 13.3 µM; 290,000 compounds, 0.52% hits; in the data active = inhibition above about 50%; note: some compounds called inactive have numbers as strong as hits
Target sequence (P51452 whole entry, looked up): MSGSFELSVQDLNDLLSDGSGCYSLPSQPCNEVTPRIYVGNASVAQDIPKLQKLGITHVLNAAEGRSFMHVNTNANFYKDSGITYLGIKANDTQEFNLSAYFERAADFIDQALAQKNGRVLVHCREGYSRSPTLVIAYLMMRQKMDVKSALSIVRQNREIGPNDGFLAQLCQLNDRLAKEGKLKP
BoNT-A LC inh2: BoNT/A light chain protease inhibitors, primary screen, biochemical, flow cytometry, MLPCN library. Botulinum neurotoxin type A light chain protease (Clostridium botulinum A str. ATCC 3502). multiplex microsphere protease substrate cleavage. inhibition, % at 10 µM. 360,000 compounds, 0.17% hits. AID 588499, 2011; note: plate controls were buffer without enzyme for full effect and enzyme alone for no effect
BH1578 lux ind: inducers of Vibrio cholerae quorum light production without autoinducers, primary screen, BH1578 luxS cqsA deficient, single point; activation, % at 18.7 µM; V. cholerae BH1578 lux reporter, luminescence, 6 h; 350,000 compounds, 0.16% hits; in the data active = activation mostly above about 9.7%, no sharp cut-off; note: not every result past the cut was called active; inactives centre near 0; reference of the scale not given here
* = called active by the depositor; i = inactive; / = no result given; & = joins results of further samples. Cut-off read from the data, not from the text of the source, unless noted: active = inhibition above about 30%; inconclusive = no clear call, values can overlap the other calls; inactive = below that.

SMILES	PriA SSB inh	Y pestis TopoI	TcdB GH inh	CCHFV vOTU inh	3CLpro inhibitor	Anthrax LF prot	PfHsp40 yeast	DUSP3 inh	BoNT-A LC inh2	BH1578 lux ind
CCn1c(C)nc2cc(C(=O)NNS(=O)(=O)c3c(F)cc(F)c(Cl)c3F)ccc21	-8	-5	-5.5	2	4	-4	2.3	13	-1.0	-0.1
O=C(CCc1ccccc1Cl)Nc1cccc(S(=O)(=O)N2CCCC2)c1	-15	20	-0.1	2	2	-9	-0.9	28	0.1	i
COc1ccc(N(CC(=O)NCCSC2CCCCC2)S(=O)(=O)c2ccccc2)cc1OC	4	6	1.5	-5	4	/	-0.4	6	/	i
O=C(OCC(=O)N1CCCCC1)c1cc(=O)[nH]c2ccccc12	-1	-5	-6.0	-6	/	6	0.1	/	1.2	2.1
CCC(N1CCOC1=O)S(=O)(=O)c1ccc(C)cc1 (stereo not drawn)	-5	-1	/	-4	-5	2	23	15	-2.0	-1.4
O=C(Nc1nc2c(c(=O)[nH]1)CCCC2)C1CC1	6	4	/	3	2	-2	-0.7	0	-0.5	i
CC(=O)c1ccc(OCC(=O)Nc2cccc(C(=O)Nc3c(C)n(C)n(-c4ccccc4)c3=O)c2)cc1	-6	-1	-0.9	-4	/	-6	2.5	/	-2.0	1.8
COc1ccc(Oc2ncc(CN3CCN(c4ccccc4)CC3)s2)cc1	-12	3	/	7	0	-4	1.8	20	-0.1	0.4
COCCCNC(=O)CC1C[C@H](C(=O)N2CCCCC2)[C@@]2(CCc3ccccc3)c3[nH]c4ccc(OC)cc4c3CCN2C1=O (stereo partly drawn)	3	-1	2.0	-2	/	6	-0.1	/	0.0	i
CC(Sc1nc2ccccc2c(=O)n1CC1CCCO1)C(=O)NC(C)c1ccccc1 (stereo not drawn)	-1	-13	-0.9	-7	/	-4	-0.8	/	1.8	-1.0
Cc1ccc(S(=O)(=O)NNC(=O)c2cc([N+](=O)[O-])c(C)c([N+](=O)[O-])c2)cc1	4	4	-2.6	-4	/	0	/	/	-0.9	-1.1
COc1ccccc1OCC(=O)OCC(=O)Nc1ncc(Cl)cc1Cl	-12	1	/	-7	0	0	0.3	36	0.1	-2.6
Cc1ccc(/C=N/NC(=O)c2cc(-c3ccc(C)o3)[nH]n2)cc1	/	12	0.8	6	-8	0	-1.7	2	-1.9	-0.1
Cc1[nH]nc2c1C1(CCC3(CC1)OCCO3)C(C#N)=C(N)O2	-19	-4	-0.6	-14	-3	-3	-0.6	-5	0.8	1.7
c1coc(CSc2ncnc3c2oc2ccccc23)c1	-4	27	0.5	1	3	5	0.6	12	-0.1	i
CCn1c(CN2CCCCCC2=O)nnc1SCc1cnc(-c2ccccc2)s1	-1	11	/	-5	-3	6	-0.6	39	0.4	i
COc1ccc(OCC(=O)N/N=C/c2ccc(OC)c(OC)c2C(=O)O)cc1	/	-1	/	-2	5	-2	0.8	18	0.0	-0.3
CCN1CCN(S(=O)(=O)c2ccc(Cl)c(C(=O)NCc3nc4ccccc4[nH]3)c2)CC1	-7	-3	-0.9	-21	/	-1	-0.8	/	0.7	-0.8
O=C(NS(=O)(=O)Nc1ccc(Cl)cc1)c1c[nH]c2ccccc12	5	-12	-1.5	-17	6	-2	-1.1	2	1.1	-0.2
CCCCOC(=O)CNc1nnc(SCC(=O)OCC)[nH]c1=O	-9	1	/	8	-3	-15	0.1	2	-1.4	2.3
Cc1ccccc1N=C1NN=C(c2ccccc2F)CS1	39*	1	0.6	11	4	-1	0.2	-11	0.7	0.4
C1CCN(c2c3c(nc4nnnn24)CCCC3)CC1	-2	3	/	-1	5	0	1.5	23	-0.2	i
O=C(c1cc2c(ccc3ccccc32)oc1=O)N1CCN(CCO)CC1	-13	9	0.2	-71	-3	-1	1.3	14	-0.5	-0.2
O=C1NC[C@@H](CCCCN2CCN(CC3CCCCC3)C(=O)C2=O)N(CC2CCCCC2)C1=O	/	/	0.6	5	/	-7	/	/	0.5	/
CC(C)NC1(C(N)=O)CCNCC1	-9	-3	0.5	-2	/	-8	-0.5	/	-0.5	-5.0
O=C(Cc1ccc(F)cc1)Nc1nccs1	-6	0	0.7	-2	-1	15	-0.3	16	1.4	0.8
CCCCNC(=O)c1ccc(CNS(=O)(=O)c2ccc(Br)cc2)cc1	2	12	0.8	9	0	1	2.1	20	-0.4	-0.4
Cc1cc(=O)oc2c(CN3CCCC3)c(O)c(Cl)cc12	1	2	-7.1	-409	-1	30*	0.0	27	-2.6	-0.9
Nc1cc(N)nc(SCC(=O)NC2CCCCCCC2)n1	0	8	0.6	0	/	/	-0.7	/	/	-2.1
Cc1cccc(NC(=O)c2c([N+](=O)[O-])cnn2C)c1	-3	-6	-0.3	-11	-1	-21	0.4	-4	-2.2	0.5

Arranged by heavy-atom count (falling): 11 of the compounds above
SMILES	PriA SSB inh	Y pestis TopoI	TcdB GH inh	CCHFV vOTU inh	3CLpro inhibitor	Anthrax LF prot	PfHsp40 yeast	DUSP3 inh	BoNT-A LC inh2	BH1578 lux ind
O=C1NC[C@@H](CCCCN2CCN(CC3CCCCC3)C(=O)C2=O)N(CC2CCCCC2)C1=O	/	/	0.6	5	/	-7	/	/	0.5	/
CCN1CCN(S(=O)(=O)c2ccc(Cl)c(C(=O)NCc3nc4ccccc4[nH]3)c2)CC1	-7	-3	-0.9	-21	/	-1	-0.8	/	0.7	-0.8
CCn1c(CN2CCCCCC2=O)nnc1SCc1cnc(-c2ccccc2)s1	-1	11	/	-5	-3	6	-0.6	39	0.4	i
COc1ccc(OCC(=O)N/N=C/c2ccc(OC)c(OC)c2C(=O)O)cc1	/	-1	/	-2	5	-2	0.8	18	0.0	-0.3
O=C(c1cc2c(ccc3ccccc32)oc1=O)N1CCN(CCO)CC1	-13	9	0.2	-71	-3	-1	1.3	14	-0.5	-0.2
O=C(NS(=O)(=O)Nc1ccc(Cl)cc1)c1c[nH]c2ccccc12	5	-12	-1.5	-17	6	-2	-1.1	2	1.1	-0.2
Cc1ccccc1N=C1NN=C(c2ccccc2F)CS1	39*	1	0.6	11	4	-1	0.2	-11	0.7	0.4
Cc1cc(=O)oc2c(CN3CCCC3)c(O)c(Cl)cc12	1	2	-7.1	-409	-1	30*	0.0	27	-2.6	-0.9
C1CCN(c2c3c(nc4nnnn24)CCCC3)CC1	-2	3	/	-1	5	0	1.5	23	-0.2	i
O=C(Cc1ccc(F)cc1)Nc1nccs1	-6	0	0.7	-2	-1	15	-0.3	16	1.4	0.8
CC(C)NC1(C(N)=O)CCNCC1	-9	-3	0.5	-2	/	-8	-0.5	/	-0.5	-5.0

Further entries follow:
SMILES	PriA SSB inh	Y pestis TopoI	TcdB GH inh	CCHFV vOTU inh	3CLpro inhibitor	Anthrax LF prot	PfHsp40 yeast	DUSP3 inh	BoNT-A LC inh2	BH1578 lux ind
CCN(CC)S(=O)(=O)c1ccc(N=NC2=C(O)CC(C)(C)CC2=O)cc1	-1&-11	-2	/	-3	-3	1	-0.3	-1	0.0	i
CCN1c2ccccc2-c2nc3ccccc3n2C1c1ccccn1 (stereo not drawn)	2	3	/	-114	5	-1	-0.6	15	0.1	i
COc1ccc(C(=O)NNC(=O)C(=O)Nc2cccc3ccccc23)cc1	-4	-1	0.2	0	-7	-2	-0.8	17	-3.5	-4.4
Fc1ccc(-[n+]2nc(Nc3ccccc3)sc2-c2cccc(Cl)c2Cl)cc1	3	2	2.3	5	0	-7	0.1	5	-0.4	-0.9
CC(CNS(=O)(=O)c1ccc2c(c1)NC(=O)CCS2)c1ccccc1 (stereo not drawn)	-9	19	0.2	0	3	-3	0.3	-5	0.1	i
CC(=O)c1c(COC(=O)c2ccc(C)cc2)nc2ccccc2[n+]1[O-]	2	-4	0.2	3	1	-2	/	21	-2.7	0.4
CCOC(=O)c1sc(=NC(=O)c2cccc(C)c2)n(C)c1C	-6&3	-3	-0.8	2	1	8	0.3	-3	0.8	0.8
COC(=O)c1ccccc1-n1c(C)nc2ccccc2c1=O	-11	-3	/	2	0	-2	-0.6	0	0.3	i
Cc1ccccc1C(=O)NC1CCN(C(=O)N(c2ccccc2)c2ccccc2)CC1	2	7	/	-4	2	1	1.5	12	0.1	i
COCCSc1ccccc1C(=O)N1CCN(Cc2ccc3c(c2)OCO3)CC1	-1	14	-0.9	-12	2	-2	-2.5	12	-0.3	-0.4
CC(Cl)C(=O)NNc1cccc(Cl)n1 (stereo not drawn)	-7	5	/	11	1	-2	-1.6	15	-0.4	i
CC(NC(=O)c1sc2cc([N+](=O)[O-])ccc2c1Cl)C(C)(C)C (stereo not drawn)	-10	-4	0.3	-16	0	-1	-1.0	9	1.2	-0.4
COc1ccc(C(=O)CN2CCN(S(=O)(=O)c3cccc([N+](=O)[O-])c3)CC2)cc1	-4	3	0.4	-1	5	-1	0.1	34	0.6	-0.3
CC(C)(C)C(=O)NC1CCN(C(=O)N2CCCC2)CC1	-16	6	/	2	2	1	0.8	-9	1.1	i
CCOc1ccc2[nH]c(C)c(CN3CCN(C)CC3)c(=O)c2c1	-29	-4	/	-12	-1	-5	-1.4	14	-0.1	-0.4
Cc1ccc(/C=C/C(=O)OCc2nc(N)nc(Nc3ccccc3C)n2)o1	-1	-5	0.6	7	3	-1	0.8	30	-1.2	0.2
COc1ccc(C2C(C(=O)c3sc(C)nc3C)=C(O)C(=O)N2CCCn2ccnc2)cc1OC (stereo not drawn)	-10	16	/	1	-2	-1	-1.8	6	0.5	-13
O=C(Nc1nc2c(Cl)ccc(Cl)c2s1)C1CC1	3&-6	4	2.1	-3	3	6	-1.1	17	0.1	-0.2
O=C(NCc1ccco1)C(=O)NCC1OCCN1S(=O)(=O)c1cc(F)ccc1F (stereo not drawn)	-6	-4	0.0	-1	4	-2	-1.3	13	-2.0	i
O=C(NC1=NCCS1)c1cccc(Br)c1	-6	1	1.0	-12	/	6	21	/	-4.4	-0.7
CC(C)[C@H](NC(=O)OCc1ccccc1)C(=O)OCC(=O)N1CCN(c2ccc(F)cc2)CC1	-1	-2	2.3	13	/	7	0.8	/	1.3	i
CCN(CC(=O)Nc1c(F)cccc1F)C(=O)CSc1nc(C)cc(C)n1	12	-4	-0.6	3	0	-1	-0.2	-9	0.8	-0.3
O=C(COc1ccc(S(=O)(=O)N2CCCC2)cc1)NCc1ccccn1	-10	-3	1.0	5	-1	-4	-0.6	22	-0.7	-0.3
Cc1noc(C)c1S(=O)(=O)N1CCC(C(N)=O)CC1	2	-11	-0.2	2	2	-4	-1.4	29	-2.5	-0.7
Cc1ccc(NC(=O)COC(=O)CC2CC3CCC2C3)cc1S(=O)(=O)N1CCOCC1 (stereo not drawn)	1	27	0.6	22	/	8	-0.3	/	0.0	-1.6
O=C(COc1ccccc1Cl)NC(=S)Nc1cccc(NC(=O)c2ccccc2Cl)c1	-20	-5	1.4	-10	1	-5	5.6	1	-0.2	i
CCOCCn1c(-c2ccc(OC)cc2)nc2ccccc21	-15	0	4.3	0	-5	-1	-3.1	42	-0.2	-0.2

Not all compounds are listed; the hit share may differ from the screen's.
